APP transl inh: inhibitors of APP translation via 5'UTR reporter, primary screen, APP 5'UTR luciferase, SH-SY5Y cells; SH-SY5Y APP 5'UTR-luciferase reporter, luminescence; 190,000 tested, 0.82% active; inhibition, % at 2 µM;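 active means inhibition above a set limit, derived from the sample mean plus 3 SD, cut at about 45% in these data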; further: values of inactives mirror those of a sister screen read the other way
Hsp70 act: Hsp70 transcriptional activators, primary screen, cell-based, HeLa, Hsp70 promoter luciferase, luminescence, 10 µM | HeLa Hsp70 promoter luciferase reporter; scaled: vehicle 0, proteasome-inhibitor control 100% | activation, % at 10 µM | 200,000 tested, 0.04% active | AID 1203, 2008;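 active means activation above the mean across all tested compounds plus 3 SD, cutoff set per campaign, cut at about 5.5% in these data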;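 further: 100% = MG132 at 30 µM as the positive control and 0% = DMSO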
RAM network inh: inhibitors of the yeast RAM network, primary screen, dse1pr::URA3 reporter, 5-FOA selection. S. cerevisiae dse1pr::URA3 reporter, 5-FOA growth OD615, 2 d; analog-sensitive cbk1-as2 kinase mutant strain. 190,000 tested, 1.8% active. inhibition, % at 50 µM;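 active means inhibition above a set limit, 3 SD over mean compound inhibition, cut at about 8.4% in these data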;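 further: 0% = DMSO-only wells with no growth and 100% = 10 µM 1-NA-PP1 full growth; inhibition rescues growth on 5-FOA so higher OD means more RAM inhibition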
STAT3 act: IL-6 driven STAT3 reporter potentiators, primary screen, U3A cells, luciferase, luminescence, MLSCN library | IL-6 STAT3-luciferase reporter; 100% = signal with IL-6 EC80 alone | activation (% of control), % at 5.6 µM | 190,000 tested, 0.91% active | AID 871, 2007;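 active means activation above the screen-wide mean of compound activation plus 3 SD, cut at about 130% in these data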;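 further: 0% = background luminescence of wells with medium and substrate only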
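Material: STAT3-luciferase reporter U3A cells; Probe or stimulus: IL-6 (33 ng/mL); Incubation: compound pre-incubation 1 h before IL-6, then 6 h stimulation at 37 °C; Technique: luminescence from STAT3-driven luciferase reporter; Evaluation: % activation versus median of IL-6-stimulated wells; Controls: IL-6-only high control.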
STAT1 activator: STAT1 signaling activators, primary screen, cell-based, HTS, luciferase reporter; AID 932, 2007; activation (% of control), % at 5.5 µM; NIH 3T3 STAT1-luciferase reporter, IFN-gamma, luminescence; 100% = IFN-gamma alone, no compound; 200,000 tested, 2.6% active;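 active means activation above the screen-wide mean activation plus 3 SD, cut at about 130% in these data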;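 further: raw ratio to IFN-gamma control signal so 100% means no change and 0% no light; values of inactives mirror those of a sister screen read the other way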
STAT1 blocker: STAT1 signaling inhibitors, primary screen, cell-based, HTS, luciferase reporter | 200,000 tested, 0.35% active | NIH 3T3 STAT1-luciferase reporter, IFN-gamma, luminescence | inhibition, % at 5.5 µM;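 active means inhibition above a set limit, the mean inhibition across all tested compounds plus 3 SD, cut at about 34% in these data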;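 further: 0% = IFN-gamma with DMSO and 100% = IFN-gamma with 300 µM nifuroxazide; values of inactives mirror those of a sister screen read the other way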
APP 5'UTR act: activators of APP 5'UTR luciferase reporter, primary screen, SH-SY5Y cells; SH-SY5Y APP 5'UTR luciferase reporter, luminescence; zero percent = DMSO vehicle wells; activation, % at 2 µM; 190,000 tested, 1% active; AID 1276, 2008;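 active means activation above a set limit, based on mean plus 3 SD of controls, cut at about 140% in these data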; further: values of inactives mirror those of a sister screen read the other way
STAT3 blocker: IL-6 driven STAT3 reporter inhibitors, primary screen, U3A cells, luciferase, luminescence, MLSCN library; 190,000 tested, 0.89% active; AID 862, 2007; inhibition, % at 5.5 µM; IL-6 STAT3-luciferase reporter; host cell line lacks STAT1;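 active means inhibition above the mean inhibition across all screened compounds plus 3 SD, cut at about 44% in these data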;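 further: 0% = DMSO only wells and 100% = 100 µM nifuroxazide control wells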
FLuc inh counter: firefly luciferase enzyme inhibitors, primary screen, artefact control for luciferase-based inhibitor screens, biochemical, luminescence, ATPLite. 10 min. 200,000 tested, 1.5% active. inhibition, % at 10 µM;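 active means inhibition above about 50% when tested at 10 µM, limit read from the data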
Target sequence (P08659 whole entry, looked up): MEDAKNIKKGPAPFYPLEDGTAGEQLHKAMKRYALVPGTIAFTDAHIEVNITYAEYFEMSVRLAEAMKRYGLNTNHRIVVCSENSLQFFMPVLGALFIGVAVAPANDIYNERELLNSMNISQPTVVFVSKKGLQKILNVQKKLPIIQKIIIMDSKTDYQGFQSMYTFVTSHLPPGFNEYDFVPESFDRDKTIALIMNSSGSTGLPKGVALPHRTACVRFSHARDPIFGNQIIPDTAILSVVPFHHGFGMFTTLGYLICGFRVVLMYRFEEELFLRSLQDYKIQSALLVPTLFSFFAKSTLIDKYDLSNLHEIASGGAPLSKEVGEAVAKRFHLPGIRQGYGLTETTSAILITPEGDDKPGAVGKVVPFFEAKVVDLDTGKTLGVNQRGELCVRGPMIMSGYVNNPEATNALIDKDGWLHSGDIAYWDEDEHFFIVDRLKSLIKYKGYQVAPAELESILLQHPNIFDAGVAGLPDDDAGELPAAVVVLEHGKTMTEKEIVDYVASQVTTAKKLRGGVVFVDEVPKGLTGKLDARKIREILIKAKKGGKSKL
NF-kB neuron act: activators of NF-kB expression in neurons, primary screen, cell-based, HTS. fold change at 12.5 µM. 190,000 tested, 1.6% active. human neuronal cells, NF-kB reporter expression; active compounds read high; in the data active means fold change above about 3.3
* marks the source's active call; other numbers are inactive results; · = not tested or not shown.

SMILES	APP transl inh	Hsp70 act	RAM network inh	STAT3 act	STAT1 activator	STAT1 blocker	APP 5'UTR act	STAT3 blocker	FLuc inh counter	NF-kB neuron act
O=C(OCC(=O)N1CCN(C(=O)c2ccco2)CC1)c1ccccc1C(=O)c1ccc(Cl)cc1	1	-0.3	2.2	103	100	-1	-1	2	-8	1.2
Cc1ccc(NC(=O)CS(=O)CC(=O)NCC2OCCc3ccccc32)c(C)c1 (stereo not drawn)	-5	-0.1	0.5	107	85	16	5	-5	-7	0.89
Cc1ccc(C(=O)C(OC(=O)c2cnccn2)c2ccccc2)cc1C (stereo not drawn)	-9	-0.2	0.8	95	94	6	9	5	-2	1.3
Cc1cc(Cl)c2ccccc2n1	-9	-0.3	2.9	84	103	-3	9	18	2	1.1
CC(C)(C)c1ccc(C(=O)N2CCC(=O)N(C(CO)Cc3ccccc3)CC2)cc1 (stereo not drawn)	-3	-0.4	1.4	95	96	5	3	3	-1	1
Cc1ncc([N+](=O)[O-])n1CCOC(=O)c1ccccc1	-12	-0.3	2.1	103	102	-2	12	-5	0	1.1
Fc1ccc(-n2nnc(-c3nccs3)n2)cc1	-148	0.6	0.3	·	107	-6	148*	·	76*	4.7*
COC(=O)c1ccc(NC(=O)C(OC)c2ccccc2)cc1 (stereo not drawn)	-16	0.1	-0.1	100	109	-10	16	2	2	1.5
Cc1cc(C)nc(NC2=NCC(=O)N2c2cc(Cl)cc(Cl)c2)n1	-1	-0.1	1.1	109	81	21	1	-6	-6	1
COc1ccc(N2CC(O)=C(c3nc(C)cs3)C2=N)cc1	17	-0.3	0.6	124	95	6	-17	-23	-3	1
CCCNCCC(c1ccco1)c1ccccc1OC (stereo not drawn)	9	-0.2	-0.8	95	93	8	-9	9	-1	1.2
CCc1ccc(C(=O)NCc2cccs2)s1	-20	-0.1	0.5	104	114	-14	20	2	5	1.6
COc1ccc(/C=C/c2nc(-c3ccccc3O)n[nH]2)cc1OC	-83	-0.2	-0.2	93	106	-6	83	12	6	2.1
COC(=O)c1ccc(CSc2nc(N)cc(N)n2)cc1	-19	-0.1	-0.7	99	105	-5	19	2	22	1.4
COc1ccc(NC(=O)/C(C#N)=C\c2cc(C)n(-c3ccc(Oc4ccc([N+](=O)[O-])cn4)cc3)c2C)cc1	2	0.0	5.5	94	93	5	-2	9	-3	0.87
O=S(=O)(c1ccccc1)N(CC1CO1)c1ccccc1 (stereo not drawn)	-8	-0.4	1.1	99	105	-7	8	4	-4	1.1
Cc1oc(-c2ccc(Cl)cc2)nc1CN1CCCC(C(=O)NCc2ccco2)C1 (stereo not drawn)	-17	-0.3	0.0	98	93	8	17	6	-3	0.61
CCOC(=O)C1CCN(S(=O)(=O)c2cc(F)ccc2OC)CC1	5	-0.3	-0.2	97	98	2	-5	12	-2	0.82
COc1ccccc1NC(=O)Cn1nc(-c2ccncc2)nc1SCC(=O)NC1CCCC1	15	0.2	-0.5	98	105	-7	-15	12	2	1
CC(Sc1nnc(-c2ccccc2Br)n1-c1cccc(C(F)(F)F)c1)C(N)=O (stereo not drawn)	3	-0.1	0.9	107	106	-6	-3	-13	-1	1.2

Rewritten with values under each structure: 10 of the compounds above
Results follow in this order: APP transl inh	Hsp70 act	RAM network inh	STAT3 act	STAT1 activator	STAT1 blocker	APP 5'UTR act	STAT3 blocker	FLuc inh counter	NF-kB neuron act
> CCCNCCC(c1ccco1)c1ccccc1OC (stereo not drawn)
 : 9	-0.2	-0.8	95	93	8	-9	9	-1	1.2
> CCc1ccc(C(=O)NCc2cccs2)s1
 : -20	-0.1	0.5	104	114	-14	20	2	5	1.6
> COc1ccc(/C=C/c2nc(-c3ccccc3O)n[nH]2)cc1OC
 : -83	-0.2	-0.2	93	106	-6	83	12	6	2.1
> COC(=O)c1ccc(CSc2nc(N)cc(N)n2)cc1
 : -19	-0.1	-0.7	99	105	-5	19	2	22	1.4
> COc1ccc(NC(=O)/C(C#N)=C\c2cc(C)n(-c3ccc(Oc4ccc([N+](=O)[O-])cn4)cc3)c2C)cc1
 : 2	0.0	5.5	94	93	5	-2	9	-3	0.87
> O=S(=O)(c1ccccc1)N(CC1CO1)c1ccccc1 (stereo not drawn)
 : -8	-0.4	1.1	99	105	-7	8	4	-4	1.1
> Cc1oc(-c2ccc(Cl)cc2)nc1CN1CCCC(C(=O)NCc2ccco2)C1 (stereo not drawn)
 : -17	-0.3	0.0	98	93	8	17	6	-3	0.61
> CCOC(=O)C1CCN(S(=O)(=O)c2cc(F)ccc2OC)CC1
 : 5	-0.3	-0.2	97	98	2	-5	12	-2	0.82
> COc1ccccc1NC(=O)Cn1nc(-c2ccncc2)nc1SCC(=O)NC1CCCC1
 : 15	0.2	-0.5	98	105	-7	-15	12	2	1
> CC(Sc1nnc(-c2ccccc2Br)n1-c1cccc(C(F)(F)F)c1)C(N)=O (stereo not drawn)
 : 3	-0.1	0.9	107	106	-6	-3	-13	-1	1.2

(continued)
SMILES	APP transl inh	Hsp70 act	RAM network inh	STAT3 act	STAT1 activator	STAT1 blocker	APP 5'UTR act	STAT3 blocker	FLuc inh counter	NF-kB neuron act
Cc1cccc(NC(=S)NCC23C=CC(O2)C2C(=O)N(c4ccc(Cl)cc4)C(=O)C23)c1 (stereo not drawn)	13	-0.4	1.0	107	103	-3	-13	-9	-7	0.94
O=[N+]([O-])c1ccc(N2CCCCC2)c(Cl)c1N1CCCCC1	2	-0.2	2.1	93	97	3	-2	18	-6	1.1
COCC(=O)NNC(=O)c1ccccc1OC	-6	-0.2	-0.3	135*	99	2	6	-38	-1	1
CCOC(=O)C1CCCN(C(=O)CCNS(=O)(=O)c2ccc3c(c2)CCC(=O)N3)C1 (stereo not drawn)	-7	0.0	0.6	101	97	3	7	3	-6	1.1
CCOc1ncccc1C(=O)OCC(=O)Nc1cc(S(=O)(=O)N2CCOCC2)ccc1Cl	-3	-0.4	0.1	101	114	-16	3	-6	-3	0.96
CCCCCCOC(=O)CCc1c(C)nc(N)[nH]c1=O	5	0.1	2.4	98	101	-2	-5	7	-8	0.87
COCCn1c(SCC(=O)c2cccc(OC)c2)nnc1-c1ccco1	-13	0.8	2.5	102	98	1	13	2	-2	1
Cc1cc(C(=O)COC(=O)Cc2n[nH]c(=O)c3ccccc23)c(C)n1-c1ccc2c(c1)OCCO2	-3	-0.1	3.0	91	83	19	3	13	-5	0.68
COc1ccc(N2CCN(C(=O)c3ccc(C)c(Cl)c3)CC2)cc1	9	-0.1	-0.1	92	100	0	-9	14	0	1.7
O=C(N/N=C\c1ccc(COc2ccc([N+](=O)[O-])cc2)o1)c1ccc(Cl)cc1	18	-0.3	3.6	92	98	2	-18	10	-5	1
COc1ccc(C)cc1-n1c(C)cc(C=O)c1C	-14	0.4	0.1	113	103	-5	14	-10	-2	0.97
CCOC(=O)c1c(-c2ccccc2)n(C)c2ccc(O)cc12	15	-0.3	1.1	97	100	0	-15	10	-7	1.1
CC(=O)N1C(O)CC(C)N1c1ccccc1 (stereo not drawn)	15	-0.1	1.5	102	102	-3	-15	6	0	0.98
COc1ccc(N=CC2=C(O)CC(c3ccccc3)CC2=O)c(OC)c1 (stereo not drawn)	22	-0.3	3.7	105	97	3	-22	-6	-2	0.95
CCN(C(=S)Nc1cccnc1)c1ccccc1	8	-0.1	1.3	101	93	6	-8	1	-1	0.92
CCN1CCN(Cc2c(O)ccc3c2O/C(=C\C=C\c2ccccc2OC)C3=O)CC1	-2	-0.3	-0.4	108	105	-5	2	-6	37	1.1
Cc1ccc(CSCC(=O)N2CCN(c3ccc(F)cc3)CC2)cc1	-15	-0.4	-0.5	94	97	3	15	10	-7	0.86
Cc1ccc(CCNC(=O)C2CC(c3ccccc3[N+](=O)[O-])=NO2)cc1 (stereo not drawn)	7	0.0	0.3	124	104	-5	-7	-16	-2	1.2
COCCN(C(=S)Nc1cccc(OC)c1)C1CCN(C(C)C)CC1	-8	0.1	0.6	99	104	-5	8	2	1	0.94
CC(=C\c1ccccc1)/C=C1/SC(=O)N(CCCC(=O)Nc2ccc(C(=O)O)cc2)C1=O	6	-0.4	2.7	124	120	-23	-6	-28	0	2.7
CCCC(=O)C1=C(O)C(C(=O)OC)C(C)(C)CC1=Nc1ccc(OC)cc1 (stereo not drawn)	-3	-0.3	0.9	103	98	1	3	2	-5	0.93
Clc1ccc(Cc2nc(-c3cccnc3)no2)cc1	13	0.2	0.4	88	108	-9	-13	20	-2	1.3
COc1ccc(CC2(CO)CCN(Cc3cnc(-c4ccccc4C)nc3)CC2)cc1	-3	0.8	4.0	86	111	-13	3	19	-6	1.2
COc1ccc(CC(=O)NNC(=O)c2ccoc2C)cc1OC	4	-0.2	0.8	110	102	-2	-4	-6	-2	1.1
Cc1ccc(C(=O)c2sc(Nc3ccccc3)c(C#N)c2N)cc1	-5	-0.2	3.1	115	101	-1	5	-14	-6	0.84
CC(=O)Nc1ccc(S(=O)(=O)NCc2ccc3[nH]c(C)cc3c2)cc1	0	0.0	2.2	94	104	-5	0	16	-8	0.89
Cc1ccc(NC(=O)COC(=O)C2CC(=O)N(Cc3ccccc3)C2)cc1F (stereo not drawn)	-8	-0.4	2.6	102	106	-7	8	-1	-8	0.99
COc1ccc(-c2csc(N3C(=O)C4C5c6ccccc6C(c6ccccc65)C4C3=O)n2)cc1 (stereo not drawn)	8	-0.1	3.1	94	94	7	-8	7	-6	1
COc1ccc(CNCCC(c2ccccc2)c2ccc3c(c2)OCO3)cc1 (stereo not drawn)	-4	-0.2	-0.4	109	100	0	4	-5	-2	0.77
CCC(NC(=O)C1CCC1)c1ccc(C)cc1 (stereo not drawn)	4	0.1	1.4	97	90	11	-4	3	-4	1.1
CCCn1c(SCC(=O)OCc2ccccc2)nc2c1c(=O)n(C)c(=O)n2C	-6	-0.1	-0.2	105	108	-8	6	-4	3	1.1
CN(Cc1nc(Cc2cccc(F)c2)no1)CC1CCOCC1	-7	0.0	2.1	95	100	-2	7	10	-1	1.7
CC12CCC(C(=O)NNc3ccccc3)(OC1=O)C2(C)C (stereo not drawn)	-1	-0.2	-0.6	107	92	7	1	-7	-3	1.2
CN(C)C(CNC(=S)Nc1ccc(Cl)cc1)c1cccnc1 (stereo not drawn)	-24	-0.1	2.4	96	102	-4	24	7	-5	0.97

From PubChem
